TAAR1 agonist: agonists of human TAAR1; Q96RJ0; CHO RD-HGA16 TAAR1, Fluo-8 calcium fluorescence; vehicle wells 0%, saturating PEA agonist 100%; activation, % at 3 µM; actives 0.99% (n = 360,000);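 active means activation above the mean activation of all test compounds in the run plus 3 SD, cut at about 38% in these data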
Target sequence (Q96RJ0 whole entry, looked up): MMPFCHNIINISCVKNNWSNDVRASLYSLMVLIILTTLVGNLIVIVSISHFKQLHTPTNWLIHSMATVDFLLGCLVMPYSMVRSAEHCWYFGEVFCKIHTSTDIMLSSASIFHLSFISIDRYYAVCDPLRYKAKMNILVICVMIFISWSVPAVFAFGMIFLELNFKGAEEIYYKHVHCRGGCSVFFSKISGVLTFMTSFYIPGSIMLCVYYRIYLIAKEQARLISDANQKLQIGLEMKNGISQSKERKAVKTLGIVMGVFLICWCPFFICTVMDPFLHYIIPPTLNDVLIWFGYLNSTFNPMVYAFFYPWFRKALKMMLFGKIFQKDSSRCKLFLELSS
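Repeats: no replicates (n 1) | Material: CHO-derived RD-HGA16 cells with stable Gα16 and human TAAR1 | Technique: Kinetic Fluo-8 calcium fluorescence | Schedule: 17-24 h seeding, 75 min 37 °C dye, 30 min RT | Evaluation: % activation from peak over basal fluorescence ratio, DMSO-to-PEA scaled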
CHO-K1 Ca PAM: counter-screen for M1 PAMs: effect in parental CHO-K1 cells; actives 0.02% (n = 360,000); ATP EC20, Fluo-8 calcium fluorescence; 0% at ATP EC20, 100% at ATP max; AID 602247; activation, % at 3 µM;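 active means activation above the run cutoff, the mean activation of all test compounds plus 3 SD, cut at about 40% in these data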;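 further: peak over basal fluorescence ratio in a 140 s read after ATP addition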
M1 antag: blocks human M1 muscarinic receptor; CHO-K1 hM1, Fluo-8 calcium fluorescence, ACh EC80 antagonist; inhibition, % at 3 µM; actives 1.3% (n = 360,000); AID 588852;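 active means percent inhibition above its own plate's cutoff, namely the mean of that plate's compound wells plus 3 SD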;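 further: peak over basal fluorescence ratio during 140 s after agonist addition; 0% = ACh EC80 plus DMSO and 100% = DMSO alone without agonist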
Target sequence (P11229 whole entry, looked up): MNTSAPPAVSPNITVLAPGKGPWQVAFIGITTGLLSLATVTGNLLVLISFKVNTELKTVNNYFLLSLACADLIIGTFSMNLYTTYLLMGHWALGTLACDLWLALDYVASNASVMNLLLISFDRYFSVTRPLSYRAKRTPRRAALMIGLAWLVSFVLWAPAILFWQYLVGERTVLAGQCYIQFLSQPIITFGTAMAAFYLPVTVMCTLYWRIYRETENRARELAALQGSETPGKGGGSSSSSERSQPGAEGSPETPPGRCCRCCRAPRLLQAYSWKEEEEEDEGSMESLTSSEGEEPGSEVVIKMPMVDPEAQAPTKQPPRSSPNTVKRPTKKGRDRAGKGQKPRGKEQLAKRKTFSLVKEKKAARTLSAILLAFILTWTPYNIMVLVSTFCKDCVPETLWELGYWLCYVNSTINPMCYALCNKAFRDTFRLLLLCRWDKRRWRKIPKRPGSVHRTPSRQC
CHO-K1 Ca antag: M1 antagonist counterscreen hit in parental CHO-K1 cells. ATP-induced calcium, Fluo-8 fluorescence. actives 0.6% (n = 360,000). inhibition, % at 3 µM;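 active means inhibition above a per-plate cutoff, the plate's mean sample inhibition plus 3 SD, cut at about 24% in these data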;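 further: 0% = DMSO plus EC80 ATP and 100% = DMSO alone without ATP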
M1 PAM: positive allosteric modulators of human M1 muscarinic receptor; activation, % at 3 µM; P11229; CHO-K1 hM1, Fluo-8 calcium fluorescence, ACh EC20; 0% = ACh EC20, 100% = maximal ACh; AID 588819; actives 0.088% (n = 360,000); in the data active means activation above about 19%, passing the limit was not always enough
CHO-K1 Ca ag: nonselective activator or artifact in parental CHO-K1 cells; Fluo-8 calcium fluorescence; scaled to maximal ATP response, vehicle zero; AID 602248; activation, % at 3 µM; actives 0.48% (n = 360,000); in the data active means activation above about 15%;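 further: untransfected CHO-K1 host cells lacking M1 receptor as counterscreen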
CHO parental Ca: signal in parental CHO cells, OX1R antagonist counter-screen; parental CHO-K1, ATP-induced calcium, Fluo-8 fluorescence; inhibition, % at 5.6 µM; actives 0.63% (n = 330,000); AID 463079;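 active means inhibition above that plate's mean sample inhibition plus 3 SD, cut at about 26% in these data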;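 further: 0% = ATP-challenged DMSO wells and 100% = DMSO wells without ATP; some compounds past the cut are filed as inactive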
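test system = CHO parental line | reagent = ATP stimulus | measured by = intracellular calcium via Fluo-8 no-wash fluorescent dye | control set = ATP and no-ATP DMSO wells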
CHRM1 agonist: agonists of human M1 muscarinic receptor. P11229. CHO-K1 hM1, Fluo-8 calcium fluorescence, agonist mode; 0% DMSO, 100% acetylcholine EC100. activation, % at 3 µM. actives 0.33% (n = 360,000). AID 588814;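 active means activation above the run's mean compound activation plus 3 SD, cut at about 16% in these data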;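 further: peak over basal fluorescence ratio within a 140 s kinetic read after compound addition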
TAAR1 antag: antagonists of human TAAR1; Q96RJ0; CHO RD-HGA16 TAAR1, Fluo-8 calcium fluorescence, antagonist; inhibition, % at 3 µM; AID 624466; actives 1.5% (n = 360,000);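 active means inhibition above a per-plate cutoff, the mean inhibition of test compounds on that plate plus 3 SD, cut at about 49% in these data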;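 further: 0% = DMSO plus EC80 beta-PEA response and 100% = DMSO alone without agonist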
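Test system: CHO RD-HGA16 cells bearing hTAAR1 | Reagent: β-PEA, EC80 | Compound dosing: 3 µM, single point | Schedule: Dye loading 75 min at 37 °C, then 30 min room temperature | Signal: Calcium fluorescence with Fluo-8 | Evaluation: Percent inhibition of PEA-evoked calcium signal, max/basal emission ratio | Control set: DMSO-only wells and EC80 β-PEA-stimulated wells | Repeats: Singlicate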
* = called active by the depositor.

O=C(CCNC(=O)c1ccc(Br)o1)NCc1ccccc1Cl was read as TAAR1 agonist 12, CHO-K1 Ca PAM 23, M1 antag -6, CHO-K1 Ca antag -44, M1 PAM 5, CHO-K1 Ca ag 0.8, CHO parental Ca -6, CHRM1 agonist -7 and TAAR1 antag -5.
CN1CCN(c2ccc(S(=O)(=O)N3CCOCC3)cc2NC(=O)CC(C)(C)C)CC1 was read as TAAR1 agonist 0, CHO-K1 Ca PAM 19, M1 antag -11, CHO-K1 Ca antag -10, M1 PAM 16, CHO-K1 Ca ag 0.5, CHO parental Ca -6, CHRM1 agonist 0 and TAAR1 antag 8.
O=S(=O)(NCc1ccc2c(c1)OCO2)c1cccc(S(=O)(=O)N2CCOCC2)c1 was read as TAAR1 agonist 7, CHO-K1 Ca PAM 8, M1 antag 11, CHO-K1 Ca antag -7, M1 PAM -7, CHO-K1 Ca ag 1.2, CHO parental Ca -23, CHRM1 agonist -5 and TAAR1 antag 4.
CCC(=O)Nc1cccc(C2=NOC3(C2)C[C@@H](C(N)=O)N(C(=O)c2ccccc2C(=O)c2ccccc2)C3)c1 (stereo not given in full) was read as TAAR1 agonist 0, CHO-K1 Ca PAM 8, M1 antag -6, CHO-K1 Ca antag 9, M1 PAM 26, CHO-K1 Ca ag -0.7, CHO parental Ca -5, CHRM1 agonist 3 and TAAR1 antag 2.
`Cc1ccc(/C=N/NC(=O)C(C)Oc2cccc3ccccc23)o1` (stereo not given) gave TAAR1 agonist -1, CHO-K1 Ca PAM -6, M1 antag -1, CHO-K1 Ca antag 6, M1 PAM -5, CHO-K1 Ca ag 0.1, CHO parental Ca -11, CHRM1 agonist -3 and TAAR1 antag -9.
For O=C(COc1ccc(F)cc1Br)Nc1ccccc1N1CCCC1 the results were TAAR1 agonist 2, CHO-K1 Ca PAM 13, M1 antag -17, CHO-K1 Ca antag -12, M1 PAM 3, CHO-K1 Ca ag 0.5, CHRM1 agonist -5 and TAAR1 antag -7.
Screening Cc1cccc(NC(=O)c2cc(=O)c3ccccc3o2)c1 returned TAAR1 agonist 5, CHO-K1 Ca PAM 6, M1 antag -23, CHO-K1 Ca antag -12, M1 PAM 18, CHO-K1 Ca ag 2.3, CHO parental Ca -14, CHRM1 agonist -1 and TAAR1 antag 3.
`CCn1cc(C(=O)OCC(=O)N(C)Cc2ccccc2)c(=O)c2ccc(C)nc21` gave TAAR1 agonist 0, CHO-K1 Ca PAM 23, M1 antag -17, CHO-K1 Ca antag -18, M1 PAM 10, CHO-K1 Ca ag 1.5, CHO parental Ca -9, CHRM1 agonist -7 and TAAR1 antag -6.
`COC(=O)[C@H]1C[C@H](OC(=O)Nc2c(C)noc2C)[C@@]2(O)CN(S(=O)(=O)c3ccc(C)cc3)CC2[C@H]1C(=O)OC` (stereo not given in full) gave TAAR1 agonist 0, CHO-K1 Ca PAM -2, M1 antag 3, CHO-K1 Ca antag 4, M1 PAM -3, CHO-K1 Ca ag 0.3, CHRM1 agonist 0 and TAAR1 antag 8.
Screening CCCn1c(SCC(=O)c2c[nH]c3ccccc23)nnc1-c1ccncc1 returned TAAR1 agonist 3, CHO-K1 Ca PAM 25, M1 antag -5, CHO-K1 Ca antag -11, M1 PAM 7, CHO-K1 Ca ag 1.8, CHO parental Ca -14, CHRM1 agonist -10 and TAAR1 antag -3.
Screening COC(=O)c1ccc(NC(=O)c2ccccc2SC)cc1 returned TAAR1 agonist 5, CHO-K1 Ca PAM 8, M1 antag -14, CHO-K1 Ca antag -5, M1 PAM 8, CHO-K1 Ca ag 0.4, CHO parental Ca -12, CHRM1 agonist -2 and TAAR1 antag 16.
`CCCn1nc(C(=O)NCCN2CCOCC2)c2ccccc2c1=O` gave TAAR1 agonist 2, CHO-K1 Ca PAM 8, M1 antag 0, CHO-K1 Ca antag -7, M1 PAM 3, CHO-K1 Ca ag 0.1, CHO parental Ca -8, CHRM1 agonist -3 and TAAR1 antag 3.
CCN(CC)S(=O)(=O)c1c(OC)cc(C)c(Cl)c1C was read as TAAR1 agonist 9, CHO-K1 Ca PAM -3, M1 antag -3, CHO-K1 Ca antag 3, M1 PAM 8, CHO-K1 Ca ag -0.8, CHO parental Ca -15, CHRM1 agonist -8 and TAAR1 antag -18.
COCc1[nH]nc2c1C1(CCC3(CC1)OCCO3)C(C#N)=C(N)O2 was read as TAAR1 agonist 8, CHO-K1 Ca PAM -5, M1 antag 3, CHO-K1 Ca antag 3, M1 PAM 1, CHO-K1 Ca ag -0.4, CHO parental Ca 0, CHRM1 agonist -2 and TAAR1 antag -8.
Screening O=C(O)c1ccc(NC(=O)c2cccc(NC(=O)c3cccs3)c2)cc1 returned CHO-K1 Ca PAM -15, M1 antag -25, CHO-K1 Ca antag -14, M1 PAM 22, CHO-K1 Ca ag 0.5, CHO parental Ca 0 and CHRM1 agonist 2.
Screening CN(Cc1ccccc1)c1ccc(C(CC(N)=O)NC(=O)c2ccc(Br)cc2)cc1[N+](=O)[O-] (stereo not given) returned TAAR1 agonist 13, CHO-K1 Ca PAM 8, M1 antag 6, CHO-K1 Ca antag -3, M1 PAM -8, CHO-K1 Ca ag 0.1, CHO parental Ca 7, CHRM1 agonist -5 and TAAR1 antag 9.
Screening COc1cc(/C=N/Nc2ncnc3sc4c(c23)CCC4)ccc1O returned TAAR1 agonist 5, CHO-K1 Ca PAM 8, M1 antag -4, CHO-K1 Ca antag 2, M1 PAM 1, CHO-K1 Ca ag -0.4, CHRM1 agonist -7 and TAAR1 antag -4.
CCN(Cc1ccccc1)C(=O)CSc1nc(C)cc(C)c1C#N was read as TAAR1 agonist 2, CHO-K1 Ca PAM 16, M1 antag -9, CHO-K1 Ca antag -10, M1 PAM -10, CHO-K1 Ca ag 1.1, CHO parental Ca -1, CHRM1 agonist -9 and TAAR1 antag -14.
`CC1=C(C(=O)N(C)C)CC(CC(=O)NC2CCCC2)C(=O)N1CCCN1CCCC1=O` (stereo not given) gave TAAR1 agonist 3, CHO-K1 Ca PAM 7, M1 antag -11, CHO-K1 Ca antag 0, M1 PAM 9, CHO-K1 Ca ag -0.5, CHRM1 agonist -1 and TAAR1 antag -10.
CCN(CC)CCC(c1cc(OC)c(OC)c(OC)c1)c1c(OC)cc(OC)c2c(-c3ccccc3)cc(=O)oc12 (stereo not given) was read as TAAR1 agonist -3, CHO-K1 Ca PAM 24, M1 antag -1, CHO-K1 Ca antag -18, M1 PAM 2, CHO-K1 Ca ag 3.5, CHO parental Ca -24, CHRM1 agonist -11 and TAAR1 antag -2.
For O=C(CNS(=O)(=O)c1cccc2nsnc12)NCc1ccc(Cl)cc1 the results were TAAR1 agonist 1, CHO-K1 Ca PAM 18, M1 antag -4, CHO-K1 Ca antag -11, M1 PAM 6, CHO-K1 Ca ag 0.0, CHO parental Ca -18, CHRM1 agonist -6 and TAAR1 antag -7.
For O=C(CCNC(=O)c1ccc(Br)cc1)Nc1cccc(S(=O)(=O)N2CCCCC2)c1 the results were TAAR1 agonist 3, CHO-K1 Ca PAM -15, M1 antag 19, CHO-K1 Ca antag -6, M1 PAM 0, CHO-K1 Ca ag 0.5, CHO parental Ca -26, CHRM1 agonist -6 and TAAR1 antag -1.
Screening Cc1cc(C(=O)NCc2ccc(S(N)(=O)=O)cc2)c(C)o1 returned TAAR1 agonist 3, CHO-K1 Ca PAM 17, M1 antag 1, CHO-K1 Ca antag -9, M1 PAM 2, CHO-K1 Ca ag 1.6, CHO parental Ca -6, CHRM1 agonist -4 and TAAR1 antag 5.
Screening Cc1cc(NC(=O)CCC(=O)N(Cc2ccco2)C2(C(=O)NC3CCCCC3)CCCC(C)C2)no1 (stereo not given) returned TAAR1 agonist 6, CHO-K1 Ca PAM 12, M1 antag -1, CHO-K1 Ca antag 1, M1 PAM -1, CHO-K1 Ca ag 2.5, CHO parental Ca -20, CHRM1 agonist -4 and TAAR1 antag 15.
`COc1ccc(C2=NOC(C(=O)N3CCN(c4ccccc4OC)CC3)C2)cc1` (stereo not given) gave TAAR1 agonist 10, CHO-K1 Ca PAM 18, M1 antag 3, CHO-K1 Ca antag -17, M1 PAM -8, CHO-K1 Ca ag 3.4, CHO parental Ca -16, CHRM1 agonist 0 and TAAR1 antag 51*.
Screening O=C(Nc1ccsc1C(=O)NC1CCCCC1)c1ccccc1 returned TAAR1 agonist 20, CHO-K1 Ca PAM 15, M1 antag -3, CHO-K1 Ca antag -8, M1 PAM 5, CHO-K1 Ca ag 0.3, CHO parental Ca -18, CHRM1 agonist -6 and TAAR1 antag 40.
O=C(CN1CCN(Cc2ccccc2)CC1)Nc1ccccc1-c1ccccc1 was read as TAAR1 agonist 17, CHO-K1 Ca PAM 10, M1 antag 28, CHO-K1 Ca antag -12, M1 PAM -19, CHO-K1 Ca ag 0.7, CHO parental Ca -13, CHRM1 agonist -8 and TAAR1 antag -1.
For CCCNC(=O)C1(C)CCN(C(=O)c2cc(C)n(C(C)(C)C)n2)C1 (stereo not given) the results were TAAR1 agonist 1, CHO-K1 Ca PAM -14, M1 antag -3, CHO-K1 Ca antag 1, M1 PAM 1, CHO-K1 Ca ag -0.1, CHRM1 agonist -1 and TAAR1 antag 0.
Cc1cccc(N2C(=O)C3C4CC(=O)C(c5ccccc54)C3C2=O)c1C (stereo not given) was read as TAAR1 agonist 1, CHO-K1 Ca PAM 16, M1 antag -5, CHO-K1 Ca antag -6, M1 PAM 13, CHO-K1 Ca ag 0.8, CHO parental Ca -23, CHRM1 agonist -4 and TAAR1 antag -6.
CC(C)(CNC(=O)c1cccs1)N1CCOCC1 was read as TAAR1 agonist 1, CHO-K1 Ca PAM -13, M1 antag 7, CHO-K1 Ca antag 16, M1 PAM 5, CHO-K1 Ca ag -0.4, CHO parental Ca -1, CHRM1 agonist 2 and TAAR1 antag -7.
`CCCn1c(N)c(Sc2ccc(Cl)cc2)c(=O)n(CCC)c1=O` gave TAAR1 agonist 4, CHO-K1 Ca PAM 13, M1 antag -2, CHO-K1 Ca antag -5, M1 PAM 8, CHO-K1 Ca ag 2.0, CHO parental Ca -4, CHRM1 agonist -3 and TAAR1 antag -8.
`CCOC(=O)c1ccc(NC(=O)c2ccc(NS(C)(=O)=O)cc2)cc1` gave TAAR1 agonist 15, CHO-K1 Ca PAM -3, M1 antag 2, CHO-K1 Ca antag 1, M1 PAM 5, CHO-K1 Ca ag 0.8, CHO parental Ca -3, CHRM1 agonist -2 and TAAR1 antag -1.
For Cc1ccc(C)c(N2CCN(C(=O)CCS(=O)(=O)c3ccc4c(c3)NC(=O)C(C)S4)CC2)c1 (stereo not given) the results were TAAR1 agonist 5, CHO-K1 Ca PAM -18, M1 antag 10, CHO-K1 Ca antag -12, M1 PAM -9, CHO-K1 Ca ag 3.4, CHO parental Ca -11, CHRM1 agonist -1 and TAAR1 antag 26.
